SMN2 splice enh = SMN2 splice variant enhancement; HEK293 SMN2-luciferase splicing reporter, luminescence, 30-36 h; Potency, µM (top dose mostly 46.1 µM), without a hit: at the top dose activity change, positive = activation, hits mostly activators; actives 2.8% (n = 210,000); further: % of control where 0% means no effect; nearly all actives have a fitted effect of over 55% in size
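HEK293 cells carry an SMN2 minigene-luciferase reporter in which exon 7 inclusion puts luciferase in frame. Cells were seeded at 2000 cells/well, attached for 10-12 hours, then exposed to compounds for 30-36 hours at 37C before ONE-Glo luminescence.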
Epigenetic reg = derepresses silenced GFP reporter in murine cells | Potency, µM (titrated, usually from 53.9 µM), inactives show top-dose GFP activation, actives largely listed as activators | actives 0.2% (n = 280,000) | murine LDR cells, GFP reporter derepression, 30 h; further: % of control where 0% means no effect; nearly all actives have a fitted effect of over 60% in size
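Reporter derepression read as number of fluorescent GFP-positive objects, 20-120 um in size, counted by laser-scanning cytometer. Mouse LDR line with an epigenetically silenced CMV-GFP locus; compound incubation 30 h, 37 C.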
RECQ1 helicase = blocks DNA unwinding by human RECQ1; Potency, µM (titrated, usually from 57.3 µM), inactives show at the top dose activity, negative = inhibition, actives largely listed as inhibitors; RECQ1 DNA unwinding, red fluorescence kinetic read; actives 0.54% (n = 240,000); AID 2549;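 further: plate controls were vehicle for no effect and no enzyme for full effect; nearly all actives have a fitted effect of over 30% in size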
Target sequence (P46063 whole entry, looked up): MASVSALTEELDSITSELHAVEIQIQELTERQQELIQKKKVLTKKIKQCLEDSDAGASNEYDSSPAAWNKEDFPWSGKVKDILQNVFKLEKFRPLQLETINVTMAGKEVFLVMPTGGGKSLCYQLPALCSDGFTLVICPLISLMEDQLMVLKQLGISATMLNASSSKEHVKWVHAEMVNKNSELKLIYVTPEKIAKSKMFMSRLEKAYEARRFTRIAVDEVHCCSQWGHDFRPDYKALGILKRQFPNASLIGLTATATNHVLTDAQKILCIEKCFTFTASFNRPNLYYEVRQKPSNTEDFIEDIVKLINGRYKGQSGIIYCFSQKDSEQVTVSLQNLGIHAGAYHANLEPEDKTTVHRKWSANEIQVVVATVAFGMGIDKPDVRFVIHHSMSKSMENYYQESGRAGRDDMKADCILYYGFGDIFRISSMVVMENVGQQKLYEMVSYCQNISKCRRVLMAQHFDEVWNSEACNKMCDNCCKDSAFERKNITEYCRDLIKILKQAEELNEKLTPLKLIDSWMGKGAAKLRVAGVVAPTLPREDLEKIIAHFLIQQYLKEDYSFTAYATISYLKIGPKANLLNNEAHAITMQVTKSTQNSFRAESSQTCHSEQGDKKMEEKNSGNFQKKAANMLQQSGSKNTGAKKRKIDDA
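50 nM RECQ1T1 preincubated 15 min with compound in Tris pH 8.0 buffer with MgCl2, DTT, Tween-20 and 2.5 ug/ml poly(dI-dC); started with 200 nM TAMRA/BHQ-2 forked duplex and 2 mM ATP. Unwinding read as fluorescence (525/598 nm), two reads 2 h apart.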
IMPase Li inh = membrane-permeable IMPase blocker, potentiated with lithium; CHO-M1 cells, IP1 TR-FRET (IP-One), carbachol + lithium; Potency, µM (top dose mostly 59.4 µM), without a hit: top-dose activity, negative = IMPase inhibition, actives largely listed as inhibitors; actives 0.35% (n = 210,000); AID 1457;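 further: IP1 builds up when IMPase is blocked and the TR-FRET signal falls; plate controls were basal vehicle for no effect and high inhibitor control for full effect; nearly all actives have a fitted effect of over 50% in size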
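Readout is a homogeneous TR-FRET IP1 immunoassay (Ex 320, Em 665 and 620), where raised cytosolic IP1 lowers signal. Cells were CHO-M1 treated 30 min at 37C with test compounds plus a little lithium; AC50 values came from Hill-equation fitting.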
RGS12 GoLoco inh = inhibitors of human Gai1-RGS12 GoLoco interaction (red fluorophore). P63096. Gai1:RGS12 GoLoco peptide FP, rhodamine, 10 min. Potency, µM (highest dose often 61.6 µM), for inactives: top-dose activity, negative = inhibition, actives largely listed as inhibitors. actives 0.44% (n = 230,000); active means well fitted inhibition curve with a large enough effect, not every such curve was filed as active; inactive means no such curve, though single readings can be large or run the other way; further: on the % scale 0 is the no-effect control and ±100 the full control effect; nearly all actives have a fitted effect of over 30% in size; many of its hits are not listed in these tables
NPSR antagonist = antagonists of human neuropeptide S receptor cAMP signaling. Q6W5P4. CHO-NPSR cells, cAMP TR-FRET, antagonist mode. Potency, µM (highest dose often 38.3 µM), inactives show at the top dose activity change, negative = inhibition, actives largely listed as inhibitors. actives 1% (n = 220,000). AID 1461; further: on the % scale 0 is the no-effect control and ±100 the full control effect; nearly all actives have a fitted effect of over 50% in size; many of its hits are not listed in these tables
KinaseGlo FLuc = blocks Kinase-Glo luciferase, a counter-screen artifact; Kinase-Glo luciferase, ATP luminescence, 8 min; Potency, µM (doses to about 38.3 µM), for the others: at the top dose activity change, negative = inhibition, usual class: inhibitors; actives 0.28% (n = 200,000); AID 1379; Q27757; further: on the % scale 0 is the no-effect control and ±100 the full control effect; nearly all actives have a fitted effect of over 60% in size
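Compound is pinned into ATP-containing buffer (10 uM ATP, imidazole pH 7.2, 7 mM MgCl2). Kinase-Glo luciferase reagent is then added. Light output is recorded following an 8-min room-temperature incubation.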
JMJD2E inh = inhibitors of human JMJD2E histone demethylase | actives 1.6% (n = 230,000) | B2RXH2 | Potency, µM (top dose mostly 57.1 µM), inactives show at the highest dose activity change, negative = inhibition, most hits filed as inhibitors | AID 2147 | JMJD2E catalytic domain, FDH-coupled NADH fluorescence (FDH is formaldehyde dehydrogenase); active means well fitted inhibition curve with a large enough effect, not every such curve was filed as active; inconclusive means small, poorly fitted or top-dose-only effect, or another doubt; inactive means no such curve, though single readings can be large or run the other way;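 further: 0% = wells with enzyme and -100% = buffer wells without enzyme; nearly all actives have a fitted effect of over 50% in size; many of its hits are not listed in these tables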
Target sequence (B2RXH2 1-337 limits assumed): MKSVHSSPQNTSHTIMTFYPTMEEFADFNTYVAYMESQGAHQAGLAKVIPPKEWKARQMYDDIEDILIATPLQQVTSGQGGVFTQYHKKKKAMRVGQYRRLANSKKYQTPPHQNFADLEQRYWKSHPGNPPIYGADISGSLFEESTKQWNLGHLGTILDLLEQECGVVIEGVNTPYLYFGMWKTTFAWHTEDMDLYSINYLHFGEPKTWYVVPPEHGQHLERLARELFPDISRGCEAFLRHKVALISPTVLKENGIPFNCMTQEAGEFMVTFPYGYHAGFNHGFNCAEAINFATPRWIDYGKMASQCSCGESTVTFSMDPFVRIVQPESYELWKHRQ
An asterisk follows results filed as active; & = joins results of further samples; [ ] = remark or other dose. Unless noted, the call rests on the fitted dose curve; in most records, active means well fitted curve in the direction sought with a large enough effect; inconclusive means small, poorly fitted or top-dose-only effect, or another doubt; inactive means no such curve, though single readings can be large; an effect the other way counts as inactive or inconclusive. Potency means the concentration at half of the fitted maximal effect. This is a subset (hit frequency here may not be typical).

CCOCCCNC(=S)N1CCC(C(=O)c2ccc3c(c2)OCCO3)CC1 was read as SMN2 splice enh 5%, Epigenetic reg 0.9%, RECQ1 helicase -16%, IMPase Li inh -2%, RGS12 GoLoco inh -3%, NPSR antagonist -10%, KinaseGlo FLuc -5% and JMJD2E inh 2%.
Screening OCCC1CN(Cc2cn[nH]c2C2CCCCC2)CCN1Cc1ccccc1 (stereo not given) returned SMN2 splice enh -6%, Epigenetic reg 3.2%, RECQ1 helicase inactive, IMPase Li inh 4%, RGS12 GoLoco inh 9%, NPSR antagonist -7%, KinaseGlo FLuc 1% and JMJD2E inh -2%.
`Clc1ccc(-c2nnc(NC3=NCCCCC3)o2)cc1` gave SMN2 splice enh inconclusive, Epigenetic reg 3.4%, RECQ1 helicase -12%, IMPase Li inh -6%[38.3 µM], RGS12 GoLoco inh 10%, NPSR antagonist -20%[46.1 µM], KinaseGlo FLuc -26% and JMJD2E inh 3%.
For CCNC(=O)Nc1cc(OC)c(OC)cc1C(=O)O the results were Epigenetic reg 0.1%, RECQ1 helicase 4%, RGS12 GoLoco inh 2%, NPSR antagonist 36% and JMJD2E inh inconclusive.
Cc1ccc(NC(=O)CS(=O)CC(=O)NCCCc2ccccc2)cc1Cl (stereo not given) was read as SMN2 splice enh 1%, Epigenetic reg 1.8%, RECQ1 helicase -14%, IMPase Li inh -3%[38.3 µM], RGS12 GoLoco inh 3%, NPSR antagonist -10%[46.1 µM], KinaseGlo FLuc 1% and JMJD2E inh 5%.
`O=C(O)/C(=N/NC(=O)c1ccc(Cl)cc1)c1ccccc1` gave Epigenetic reg 0.0%, RECQ1 helicase 7%, RGS12 GoLoco inh 5%, NPSR antagonist 0% and JMJD2E inh -9%.
For O=C(CCS(=O)(=O)c1cccs1)NC1CCCCCC1 the results were SMN2 splice enh 20%, Epigenetic reg -1.2%, RECQ1 helicase 0%, IMPase Li inh -2%[38.3 µM], RGS12 GoLoco inh -11%, NPSR antagonist 1%[46.1 µM], KinaseGlo FLuc -3% and JMJD2E inh 9%.
`S=C(NCCc1ccccc1)Nc1ccc(Br)cn1` gave SMN2 splice enh 1%, Epigenetic reg -1.2%, RECQ1 helicase -18%, IMPase Li inh 13%, RGS12 GoLoco inh 4%, NPSR antagonist -49%, KinaseGlo FLuc 4% and JMJD2E inh -23%.
Screening CCCC(=O)NC(=S)Nc1ccc(C(C)=O)cc1 returned SMN2 splice enh 109%, Epigenetic reg -1.3%, RECQ1 helicase -19%, IMPase Li inh -21%, RGS12 GoLoco inh -6%, NPSR antagonist 14%, KinaseGlo FLuc -3% and JMJD2E inh 2%.
Screening Cc1ccsc1C(=O)Nc1ccc(O)c(-c2nc3ccccc3s2)c1 returned SMN2 splice enh 19%, Epigenetic reg -1.5%, RECQ1 helicase inactive, IMPase Li inh inconclusive, RGS12 GoLoco inh 44%[activator], NPSR antagonist -37%, KinaseGlo FLuc -2% and JMJD2E inh -5%.
For CCN1CCCc2cc(CN(CCN3CCOCC3)C(=S)Nc3ccc(OC)c(Cl)c3)ccc21 the results were SMN2 splice enh 1%, Epigenetic reg -0.5%, RECQ1 helicase -2%, IMPase Li inh 4%, RGS12 GoLoco inh 8%, NPSR antagonist -42%, KinaseGlo FLuc 3% and JMJD2E inh -4%.
Screening CCC(C(=O)NC1CCCC1)N(Cc1ccc2c(c1)OCO2)C(=O)c1snc(C(N)=O)c1N (stereo not given) returned SMN2 splice enh inconclusive, Epigenetic reg -0.3%, RECQ1 helicase 1%, IMPase Li inh 4%[38.3 µM], RGS12 GoLoco inh 4%, NPSR antagonist -5%[46.1 µM], KinaseGlo FLuc 0% and JMJD2E inh inconclusive.
CCOC(=O)c1sc2nc(C)cc(C)c2c1N was read as SMN2 splice enh inconclusive, Epigenetic reg -2.0%, RECQ1 helicase -10%, IMPase Li inh 7%[38.3 µM], RGS12 GoLoco inh 3%, NPSR antagonist -2%[46.1 µM], KinaseGlo FLuc -3% and JMJD2E inh inconclusive.
Screening O=C(COc1ccc2ccccc2c1)NNC(=O)Cc1cccc2ccccc12 returned SMN2 splice enh -16%, Epigenetic reg -1.4%, RECQ1 helicase inconclusive, IMPase Li inh -28%[38.3 µM], RGS12 GoLoco inh 8%, NPSR antagonist -9%[46.1 µM], KinaseGlo FLuc -5% and JMJD2E inh 1%.
Screening COc1ccccc1NS(=O)(=O)c1cc(NC(=O)c2sc3cc(Cl)ccc3c2Cl)ccc1C returned SMN2 splice enh 0%, Epigenetic reg 0.3%, RECQ1 helicase -13%, IMPase Li inh inconclusive, RGS12 GoLoco inh 12%, NPSR antagonist -23%, KinaseGlo FLuc 1% and JMJD2E inh inconclusive.
`Cc1ccccc1COC(=O)c1nn(-c2ccccc2)nc1N` gave SMN2 splice enh 10%&-6%, Epigenetic reg 4.1%&-1.1%, RECQ1 helicase -2%, IMPase Li inh -5%, RGS12 GoLoco inh 11%, NPSR antagonist -16%, KinaseGlo FLuc 1% and JMJD2E inh inconclusive.
For CC(C)CNc1nc(SCC(=O)Nc2ccccc2)nc(N2CCOCC2)n1 the results were SMN2 splice enh -5%, Epigenetic reg 15%, RECQ1 helicase inactive, IMPase Li inh 5%, RGS12 GoLoco inh 0%, NPSR antagonist -17%, KinaseGlo FLuc 2% and JMJD2E inh 2%.
Nc1nnc(Cc2ccccc2F)s1 was read as Epigenetic reg 2.2%, RECQ1 helicase inactive, IMPase Li inh -4%, RGS12 GoLoco inh -6%, NPSR antagonist 3%, KinaseGlo FLuc 3% and JMJD2E inh 2%.
For COC(=O)C/C=C/[C@@H](C)[C@H](O)c1ccccc1Br the results were SMN2 splice enh -1%, Epigenetic reg -0.3%, RECQ1 helicase inactive, IMPase Li inh 20%, RGS12 GoLoco inh 5%, KinaseGlo FLuc -2% and JMJD2E inh 0%.
OC(COC(c1ccc(Cl)cc1)c1ccc(Cl)cc1)CN1CCCC1 (stereo not given) was read as SMN2 splice enh -3%, Epigenetic reg -1.6%, RECQ1 helicase -1%, IMPase Li inh 0%[38.3 µM], RGS12 GoLoco inh -13%, NPSR antagonist -10%[46.1 µM], KinaseGlo FLuc -5% and JMJD2E inh -5%.
For O=c1c(-c2nc3ccccc3s2)cccn1Cc1ccc(Cl)cc1 the results were SMN2 splice enh -20%, Epigenetic reg 0.4%, RECQ1 helicase 8%, IMPase Li inh -16%[38.3 µM], RGS12 GoLoco inh -2%, NPSR antagonist -29%[46.1 µM], KinaseGlo FLuc -8% and JMJD2E inh inconclusive.
For COc1ccccc1-c1cncnc1Nc1ccc(F)cc1 the results were SMN2 splice enh -22%, Epigenetic reg 1.6%, RECQ1 helicase -7%, IMPase Li inh 5%, RGS12 GoLoco inh -10%, KinaseGlo FLuc 0% and JMJD2E inh 6%.
For CSc1nc2ccccc2n1CC(=O)Nc1c(C)cccc1C the results were SMN2 splice enh -69%[inhibitor], Epigenetic reg 1.0%, RECQ1 helicase -1%, IMPase Li inh 7%, RGS12 GoLoco inh 3%, NPSR antagonist 2%, KinaseGlo FLuc 2% and JMJD2E inh 2%.
Cc1nc(CCNS(=O)(=O)c2cccnc2)cs1 was read as Epigenetic reg -1.9%, RECQ1 helicase -8%, RGS12 GoLoco inh -5%, NPSR antagonist 9% and JMJD2E inh 10%.
`COc1cc(C(CCN2CCOCC2)c2c(OC)cc(OC)c3c2OC(=O)CC3c2ccc(N(C)C)cc2)cc(OC)c1OC` (stereo not given) gave Epigenetic reg -0.2%, RECQ1 helicase -7%, RGS12 GoLoco inh 5%, NPSR antagonist -48% and JMJD2E inh -6%.
Cn1cccc1-c1cc(C(=O)N2CCc3c([nH]c4ccccc34)C2c2ccccn2)[nH]n1 (stereo not given) was read as Epigenetic reg 1.2%, RECQ1 helicase inactive, IMPase Li inh 14%, RGS12 GoLoco inh 23%, NPSR antagonist 40%, KinaseGlo FLuc 0% and JMJD2E inh 5%.
`CCOC(=O)C1C(=O)CC(C)(O)C(C(=O)OCC)C1c1ccccc1` (stereo not given) gave SMN2 splice enh 26%, Epigenetic reg -1.0%, RECQ1 helicase 3%, IMPase Li inh -4%, RGS12 GoLoco inh 0%, NPSR antagonist -18%[46.1 µM], KinaseGlo FLuc 3% and JMJD2E inh 1%.
COc1ccc(S(=O)(=O)NCCCN2CCOCC2)c2ccccc12 was read as SMN2 splice enh 13%, Epigenetic reg -0.9%, RECQ1 helicase 7%, IMPase Li inh -14%, RGS12 GoLoco inh -6%, NPSR antagonist 0%[46.1 µM], KinaseGlo FLuc 4% and JMJD2E inh -21%.
Screening COc1nc(/C(N)=N/O)nc(N2CCCCC2)n1 returned SMN2 splice enh -17%, Epigenetic reg 0.0%, RECQ1 helicase -5%, IMPase Li inh 10%[38.3 µM], RGS12 GoLoco inh 10%, NPSR antagonist -4%[46.1 µM], KinaseGlo FLuc -3% and JMJD2E inh -5%.
`Cc1ccc(-c2nc3nc4ccccc4nc3n2Cc2ccco2)cc1` gave SMN2 splice enh 8.9µM*, Epigenetic reg 0.0%, RECQ1 helicase inactive, IMPase Li inh 26%[38.3 µM], RGS12 GoLoco inh -6%, NPSR antagonist -26%[46.1 µM], KinaseGlo FLuc 2% and JMJD2E inh inconclusive.
For COc1cc(/C=C/C(=O)OCC(=O)Nc2ccc(NC(C)=O)cc2)cc(S(=O)(=O)N2CCc3ccccc32)c1OC the results were SMN2 splice enh 10%, Epigenetic reg -0.3%, RECQ1 helicase -19%, IMPase Li inh 11%, RGS12 GoLoco inh 12%, NPSR antagonist -19%, KinaseGlo FLuc 1% and JMJD2E inh -12%.

Structures from the list above containing fluorine (2):
Nc1nnc(Cc2ccccc2F)s1 was read as Epigenetic reg 2.2%, RECQ1 helicase inactive, IMPase Li inh -4%, RGS12 GoLoco inh -6%, NPSR antagonist 3%, KinaseGlo FLuc 3% and JMJD2E inh 2%.
For COc1ccccc1-c1cncnc1Nc1ccc(F)cc1 the results were SMN2 splice enh -22%, Epigenetic reg 1.6%, RECQ1 helicase -7%, IMPase Li inh 5%, RGS12 GoLoco inh -10%, KinaseGlo FLuc 0% and JMJD2E inh 6%.
